FN deposit inh – fibronectin deposition inhibition; AH1F fibroblasts, Alexa488-fibronectin deposition fluorescence, overnight; inhibition, % at 12.6 µM; hit rate 0.086% among 350,000; AID 743247;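 active = mean inhibition across replicates of 30% or more, regardless of how many single replicates reach that level; inconclusive = mean under 30% yet at least half of replicates reach 30%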;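 also: positive control wells lacked labelled fibronectin entirely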
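Measured by – fluorescence 485/525 nm · System – AH1F fibroblast monolayer, labelled fibronectin deposition · Amount – 10000 cells per well · Buffer or medium – serum-reduced DMEM (2% serum) · Doses – single dose, pinned · Also added – fluorescent fibronectin at 24 nM final · Schedule – 1 h cell attachment, overnight exposure to compound and label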
EWS-Fli block – blocks EWS/Fli oncoprotein-driven transcription. inhibition, % at 12.6 µM. A673 NR0B1-luciferase reporter, viability-normalised. hit rate 0.67% among 350,000;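 active = mean inhibition of at least 50% after viability correction, with every replicate also passing that limit; inconclusive = mean reaches 50% but only one of two replicates passes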;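 also: firefly luciferase signal divided by Alamar Blue viability fluorescence both relative to DMSO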
CFTR F508del cor – correctors of CFTR F508del function in bronchial epithelial cells | activity (quench increase), % at 7.58 µM | CFBE cells, YFP halide quenching; stimulated with forskolin plus potentiator P3; % fluorescence drop versus neutral controls | hit rate 0.36% among 350,000;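 active = mean added fluorescence quench of at least 8% versus neutral control, with both replicates also reaching 8%; inconclusive = only one of the mean or replicate conditions met; inactive = mean below 8% and not both replicates reaching 8%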;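 also: cells transiently co-express mutant CFTR-F508del with the halide-sensitive YFP; corrector assay measuring rescue of mutant channel to the surface after 24 h compound exposure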
miR122 inh – inhibitors of miR-122 in Huh7 cells; hit rate 0.3% among 340,000; activation (reporter increase), % at 12.5 µM; AID 602342; Huh7 miR-122 Renilla luciferase sensor, 48 h; neutral wells = 0, positive control = 100;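 active = mean replicate activation score at least 90 and every replicate individually at or above 90; inconclusive = only one of the two criteria met; inactive = neither criterion met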;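 also: higher luciferase means less miR-122 activity so hits act as miR-122 inhibitors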
PAX8 reporter – PAX8 transcriptional activity inhibition. hit rate 1.2% among 360,000. RMG-I TPO-luciferase reporter, SteadyGlo, 24 h. inhibition, % at 12.6 µM;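 active = mean replicate inhibition at least 60% with every replicate also reaching 60%; inconclusive = only one of the two criteria is met; inactive = mean below 60% and not all replicates reaching 60%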;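 also: luciferase light reporting Pax8 driven TPO promoter activity; plate controls were median of neutral control wells for no effect and mitoxantrone controls for full effect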
DENV2 CPE rescue – DENV2-induced cell death inhibition; DENV2-infected cells, cytopathic effect rescue, plate reader; CPE inhibition, % at 9.99 µM; hit rate 1.7% among 350,000; AID 651640; in the data active = CPE inhibition above about 20%, passing the limit was not always enough; inconclusive = no clear call, values can overlap the other calls; tested in BHK-21 cells;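 also: 0% = median of neutral control wells and 100% = median of positive control wells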
INS-1E GSIS act – primary screen for activators of insulin secretion dependent on glucose, INS-1E cells, GLuc reporter luminescence; AID 743287; INS-1E GLuc reporter insulin secretion, 2-3 h; activation, % at 16.6 µM; hit rate 0.61% among 370,000;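 active = lowest replicate activation of at least 40%, so every replicate reaches that level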;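 also: 0% = median of neutral control wells and 100% = median of IBMX positive control wells; some compounds called inactive have numbers as strong as hits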
* hit, by the source's call; ? = inconclusive; nt = not tested or not shown; & = joins results of further samples; [ ] = dose if it differs, or a comment.

SMILES	FN deposit inh	EWS-Fli block	CFTR F508del cor	miR122 inh	PAX8 reporter	DENV2 CPE rescue	INS-1E GSIS act
Cc1csc2c(=O)[nH]cnc12	4	5	-3.5	3	-4	2	4
O=C(N[C@@H]1C/C=C\C[C@@H](CC(=O)N(CCO)Cc2ccccc2)C(=O)N[C@@H](c2ccccc2)COC1=O)OCC1c2ccccc2-c2ccccc21	-4	3	-0.7	2	9	-9	3
O=C(C[C@H]1C[C@@H]2c3cc(NC(=O)NC4CCCCC4)ccc3O[C@@H]2[C@H](CO)O1)NC1CCCCC1	-6	-8	2.2	nt	2	-6	-1
O=C(CC12CC3CC(CC(C3)C1)C2)N/N=C/c1ccncc1	3	nt	nt	nt	-28	nt	5
CCOc1ccc2cc(C#N)c(SCC(=O)OC)nc2c1	-13	nt	nt	11	-237	nt	nt
CCCC#Cc1ccc2c(c1)O[C@@H](CN(C)Cc1ccccn1)[C@@H](C)CN([C@@H](C)CO)S2(=O)=O	-2	13	0.1	0[16.7 µM]	nt	-2	-6
CCC(C(=O)O/N=C(\N)c1ccc(Cl)cc1)c1ccccc1 (stereo not given)	-5	nt	nt	-3	-28	nt	nt
CC(NC(=O)COC(=O)CCc1nc(=O)c2ccccc2n1C)c1ccccc1 (stereo not given)	-2	-1	2.0	-2	-23	nt	11
C[C@H](CO)N1C[C@H](C)[C@@H](CN(C)Cc2ccc3c(c2)OCO3)OCCCC[C@H](C)Oc2ccc(N(C)C)cc2C1=O	nt	4	1.7	nt	-6	124*	8
O=C1[C@H](Cc2ccccc2)NCCCC[C@H](c2ccc(Cl)cc2)N1Cc1ccccc1	-15	6	0.1	nt	22	5	-11
CCn1c(=O)n(CC)c2cc(N3CCCC3)c(NC(=O)c3cc(Br)ccc3OC)cc21	4	24	0.5	nt	13	4	-5
O=C(Nc1c2c(nn1-c1cccc(Cl)c1)CS(=O)(=O)C2)c1ccc2c(c1)OCO2	-29	3	3.6	-1	10	4	13
O=c1[nH][nH]c2c1[C@H](C1CCCC1)O[C@H](CCc1ccccc1)C2	-6	4	6.6	nt	18	9	0
COC(=O)c1ccc(-n2cncn2)c([N+](=O)[O-])c1	-11	2	-1.4	nt	28	3	7
CC(C)NS(=O)(=O)c1ccc(CCC(=O)NCc2ccccn2)cc1	-9	10	-2.5	4	8	-3	nt
O=C(NC1CCCCC1)N1CC(=O)N2[C@H](C1)[C@@H](c1ccc(-c3cccnc3)cc1)[C@@H]2CO	5	1	-4.4	nt	nt	?	5
Cc1occc1C(=O)Nc1sccc1C(N)=O	nt	-21	0.8	-8	-38	-1	3
C/C=C/c1ccc2c(c1)O[C@@H](CN(C)C(=O)c1ccccc1F)[C@H](C)CN([C@@H](C)CO)S2(=O)=O	-6	13	1.2	8[16.7 µM]	nt	12	-9
O=C(Nc1ccc(C(=O)N2CCCC2)cc1)C1CCCC1	2	-17	4.6	-4	-9	?	5
CNC(=O)C[C@H]1CC[C@H]2[C@@H](COC[C@H](O)CN2C(=O)Nc2ccc(Cl)c(Cl)c2)O1	-1	-7	-1.3	7[16.7 µM]	-2	2	-21
Cc1cc(C)c2oc(C(=O)NCCc3ccc(S(N)(=O)=O)cc3)cc(=O)c2c1	-1	-11	3.0	3	-23	nt	-20
C[C@H]1CN([C@@H](C)CO)C(=O)Cc2cc(NS(=O)(=O)c3cccs3)ccc2O[C@@H]1CN(C)S(=O)(=O)c1ccc(F)cc1	-6	-1	-0.9	-3[16.7 µM]	-5	13	-1
CCOc1cc2c(cc1OCC)C(c1ccccc1)N(c1ccccc1)C(=O)C2 (stereo not given)	nt	nt	nt	-4	-7	nt	6
C[C@H](CO)N1C[C@H](C)[C@@H](CN(C)S(C)(=O)=O)Oc2cc(C#Cc3ccccc3)ccc2S1(=O)=O	nt	4	-3.0	130*[16.7 µM]	-16	0	-30
O=C(C1=C(O)C(=O)N(CCN2CCOCC2)C1c1ccccc1)c1cccs1 (stereo not given)	-1	nt	nt	-1	8	nt	nt
CCOP(=O)(OCC)C(Nc1ccc(C(=O)O)cc1)c1ccccc1 (stereo not given)	-1	1	-1.2	4	51	-2	7
C[C@H]1CN([C@@H](C)CO)C(=O)CCCn2nncc2CO[C@H]1CN(C)S(=O)(=O)c1ccccc1	0&1	0&1&-3	-0.2&1.2&0.8	6	-14&-11	17&-4&1	0&4
C=CCn1cc(C(=O)N2CCN(CC)CC2)c(=O)c2cc(S(=O)(=O)N(CC)CC)ccc21	-4	-2	2.8	nt	4	?	-3
COc1ccc2c3c([nH]c2c1)[C@H](CO)N(C(=O)Nc1ccc(F)cc1)CC31CN(S(=O)(=O)c2ccccc2)C1	nt	-3	1.3	nt	nt	1	-4
Cc1ccsc1C(=O)Nc1nc2ccccc2[nH]1	-1	-24	2.8	5	-56	-1	10
COc1ccc(N2CC(C(=O)Nc3cc(C(F)(F)F)ccc3N3CCCC3)CC2=O)c(OC)c1 (stereo not given)	-5	10	1.3	8	21	4	-42
CC(=O)Nc1ccc(Nc2nc(C)nc3c2oc2ccccc23)cc1	-3	nt	nt	11	11	nt	nt
CN(C)CC(=O)N1[C@@H](CO)[C@@H](c2ccccc2)C12CN(C(=O)C1CCCC1)C2	nt	3	-1.7	nt	0	0	13
COCCNC(=O)C1CCCN(C(=O)Cc2cccc3ccccc23)CC1 (stereo not given)	-5	0	0.0	-6	-2	?	16
COc1ccc(S(=O)(=O)Nc2ccc3c(c2)CC(=O)N([C@H](C)CO)C[C@@H](C)[C@H](CN(C)Cc2ccc(C(=O)Nc4ccccc4N)cc2)O3)cc1	7	-6	0.2	nt	-4	-1	3
COC(=O)c1ccc2nc(-c3ccc(F)cc3)c(CC3CCCCC3)n2c1	-4	-4	2.9	nt	-4	-15	nt
Brc1cccc(OCCN2CCc3ccccc3C2)c1	-11	11	-2.1	1	9	0	16
O=C(N/N=C/C=C\c1ccccc1[N+](=O)[O-])c1cc(-c2ccccc2)nc2ccccc12	5	nt	nt	3	4	nt	-34
Fc1ccccc1/C=N/Nc1ccc(Cl)nn1	1	-65	-1.6	-9	-38	0	9
CN(C)C(=O)[C@H]1[C@H](CO)[C@H]2Cn3c(ccc(-c4ccc(F)cc4)c3=O)[C@@H]1N2CCc1ccccc1	nt	1	-0.8	-1[16.7 µM]	7	5	-9
COC(=O)C1CCN(C(=O)COC(=O)c2cc(S(=O)(=O)N3CCOCC3)ccc2C)CC1	7	5	-2.6	2	-3	14	-4
O=C(c1cccs1)N1CCCC(N2CCN(c3ccc(F)cc3)CC2)C1 (stereo not given)	-9	nt	1.9	-9	5	0	0
CCCCn1c(N)c(N(CC(C)C)C(=O)c2ccc(-c3ccc(Cl)cc3)o2)c(=O)[nH]c1=O	-27	-1	0.5	nt	-4	1	-26
CN(CC(=O)Nc1ccc(F)cc1)CC(=O)Nc1ccc(F)c(F)c1F	13	8	1.0	-1	10	-1	-16
CCN1CCC(O)(C(C(=O)O)c2ccccc2)CC1 (stereo not given)	nt	7	-1.3	-2	-7	-2	-7
Cc1ccc2c(c1)[C@H]1[C@H](CO2)[C@H](c2ccccc2)[C@]2(C)C(=O)N(Cc3ccc(Cl)cc3)CC(=O)N12	-16	2	-2.9	-2	5	0	-9
O=C(C[C@@H]1CC[C@H](NC(=O)c2ccc(F)cc2)[C@H](CO)O1)NCCc1ccccc1	4	3	-1.2	-19[16.7 µM]	-1	?	1
O=C(N/N=C/c1ccc(-c2ccc(Cl)c(C(=O)O)c2)o1)c1cc2c(ccc3ccccc32)o1	1	-2	-1.3	nt	-11	3	-10
Cc1ccccc1NC(=O)CN(C)S(=O)(=O)c1ccc2c(c1)n(C)c(=O)c(=O)n2C	-1	-6	-1.6	nt	0	0	8
Clc1ccccc1CSc1snnc1-c1ccccc1	-26	nt	nt	-12	-39	nt	nt
CCOCCc1c(O)nc(SCC(=O)NCc2ccco2)[nH]c1=O	2	nt	nt	0	10	nt	nt
C[C@@H]1CN([C@H](C)CO)C(=O)c2cc(C#CCN(C)C)cnc2O[C@@H]1CN(C)Cc1ccc(-c2ccccc2)cc1	nt	18	-2.7	0[16.7 µM]	nt	-2	16
COc1ccc(NC(=O)c2ccccc2C(=O)N2CCCCC2)cc1	0	-13	1.9	-8	-13	-2	12
O=C(NCc1ccccc1Cl)c1ccccc1Oc1ccccc1	-4	nt	nt	nt	-8	nt	-7
Cn1c(=O)c(=O)n(C)c2cc(S(=O)(=O)NCCN3CCN(c4ccccc4F)CC3)ccc21	-10	-17	-0.1	nt	4	-4	16
COc1ccc(C(=S)N2CCOCC2)cc1OS(=O)(=O)c1ccccc1[N+](=O)[O-]	4	17	1.7	nt	23	-3	-3
Cc1ccc(-c2nc3ccc(NS(=O)(=O)c4ccccc4)cc3[nH]2)o1	nt	-121	-1.5	2	nt	-4	-22
Cc1noc(C)c1NC(=O)N(C)C[C@H]1Oc2c(cccc2N(C)C)C(=O)N([C@@H](C)CO)C[C@@H]1C	8	5	-1.8	2[16.7 µM]	-27	25*	21
COc1ccc(C)c2sc(N(CCCN(C)C)C(=O)CS(=O)(=O)c3ccc(F)cc3)nc12	6	4	0.8	nt	-1	18	-8
C[C@@H]1CN([C@@H](C)CO)C(=O)Cc2cc(NC(=O)C3CC3)ccc2O[C@H]1CN(C)S(=O)(=O)c1ccc(Cl)cc1	6	-8	-3.5	-6[16.7 µM]	8	70*	-3

New compounds follow.
SMILES	FN deposit inh	EWS-Fli block	CFTR F508del cor	miR122 inh	PAX8 reporter	DENV2 CPE rescue	INS-1E GSIS act
CC1C/C(=N\NC(=O)c2cccnc2)CC(C)(C)C1 (stereo not given)	-3	1	-0.9	-1	-11	-7	-4
Oc1ccccc1C(=S)N1CCCC1	2	-3	-0.2	2	-2	?	4
O=C1CC(C(=O)N2CCCc3ccccc32)CN1c1ccc(Cl)cc1 (stereo not given)	2	nt	0.9	-2	2	5	-11
Cc1ccc(S(=O)(=O)N(C)C[C@@H]2Oc3c(NS(=O)(=O)c4ccc(F)cc4)cccc3C(=O)N([C@@H](C)CO)C[C@@H]2C)cc1	nt	4	2.1	4[16.7 µM]	2	-11	-14
CN(C)Cc1cn(CC[C@H]2CC[C@H](NC(=O)Cc3cccnc3)[C@@H](CO)O2)nn1	-7	1	0.0	nt	1	?	4
Cc1ccc(NC(=O)C2CCN(S(=O)(=O)c3ccc4c(c3)OCCO4)CC2)nc1	nt	2	0.9	6	14	0	3
C[C@H](CO)N1C[C@H](C)[C@H](CN(C)C(=O)Nc2cccc3ccccc23)Oc2c(NC(=O)C3CCCCC3)cccc2C1=O	nt	3	-0.3	0[16.7 µM]	9	10	10
N#Cc1ccc(CN2CCN(CC(=O)Nc3ccccc3C(=O)NC3CC3)CC2)cc1	-4	5	-7.0	1	-4	?	nt
CC(C)NC(=O)N(C)C[C@@H]1Oc2c(NS(=O)(=O)c3ccccc3)cccc2C(=O)N([C@@H](C)CO)C[C@H]1C	-14	-7	0.7	2[16.7 µM]	1	-3	14
COc1ccc(N(CC(=O)NCCc2ccc(S(N)(=O)=O)cc2)S(=O)(=O)c2c(C)noc2C)cc1	2	nt	1.9	-7	4	5	-1
CC1(C)Cc2sc3c(=O)[nH]c(=S)[nH]c3c2CO1	1	5	0.2	3	15	0	22
C[C@@H]1CCCCO[C@H](CN(C)C(=O)Nc2ccc3c(c2)OCO3)[C@@H](C)CN([C@@H](C)CO)C(=O)c2cc(N(C)C)ccc2O1	nt	-2	1.1	-3[16.7 µM]	-16	-5	-6

Some entries already given, reduced to FN deposit inh and INS-1E GSIS act:
Compound	FN deposit inh	INS-1E GSIS act
C/C=C/c1ccc2c(c1)O[C@@H](CN(C)C(=O)c1ccccc1F)[C@H](C)CN([C@@H](C)CO)S2(=O)=O	-6	-9
O=C(Nc1ccc(C(=O)N2CCCC2)cc1)C1CCCC1	2	5

Assay outcomes from PubChem BioAssay.
